# LAP4 TOR yeast = yeast TOR pathway LAP4-GFP modulation | actives 0.34% (n = 320,000) | GFP response vs DMSO, % at 10 µM | S. cerevisiae LAP4-GFP multiplex, flow cytometry GFP, 3 h; median GFP as percent of DMSO wells | AID 2023;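 active = GFP response vs DMSO above a set limit, about the screen mean plus 3 SD, cut at about 150% in these data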
# GRK2 aptamer HTS = inhibitors of human GRK2 displacing RNA aptamer; inhibition of aptamer binding, % at 10 µM; bead flow cytometry, FAM-aptamer displacement from GRK2; actives 0.59% (n = 330,000); P25098;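 active = inhibition of aptamer binding above 40%, roughly 3 SD of noise, on plates passing a quality check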;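 also: median bead fluorescence of bound FAM aptamer so fluorescent compounds give negative values; no value below 0 was filed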
# VLA-4 inh = inhibition in a human VLA-4 binding assay; VLA-4 expressing cells, ligand binding flow cytometry; inhibition, % (about 7 µM as worked out from the volumes in the protocol); actives 0.2% (n = 330,000); AID 2557; in the data active = inhibition above about 50%
# Target sequence (P13612 whole entry, looked up): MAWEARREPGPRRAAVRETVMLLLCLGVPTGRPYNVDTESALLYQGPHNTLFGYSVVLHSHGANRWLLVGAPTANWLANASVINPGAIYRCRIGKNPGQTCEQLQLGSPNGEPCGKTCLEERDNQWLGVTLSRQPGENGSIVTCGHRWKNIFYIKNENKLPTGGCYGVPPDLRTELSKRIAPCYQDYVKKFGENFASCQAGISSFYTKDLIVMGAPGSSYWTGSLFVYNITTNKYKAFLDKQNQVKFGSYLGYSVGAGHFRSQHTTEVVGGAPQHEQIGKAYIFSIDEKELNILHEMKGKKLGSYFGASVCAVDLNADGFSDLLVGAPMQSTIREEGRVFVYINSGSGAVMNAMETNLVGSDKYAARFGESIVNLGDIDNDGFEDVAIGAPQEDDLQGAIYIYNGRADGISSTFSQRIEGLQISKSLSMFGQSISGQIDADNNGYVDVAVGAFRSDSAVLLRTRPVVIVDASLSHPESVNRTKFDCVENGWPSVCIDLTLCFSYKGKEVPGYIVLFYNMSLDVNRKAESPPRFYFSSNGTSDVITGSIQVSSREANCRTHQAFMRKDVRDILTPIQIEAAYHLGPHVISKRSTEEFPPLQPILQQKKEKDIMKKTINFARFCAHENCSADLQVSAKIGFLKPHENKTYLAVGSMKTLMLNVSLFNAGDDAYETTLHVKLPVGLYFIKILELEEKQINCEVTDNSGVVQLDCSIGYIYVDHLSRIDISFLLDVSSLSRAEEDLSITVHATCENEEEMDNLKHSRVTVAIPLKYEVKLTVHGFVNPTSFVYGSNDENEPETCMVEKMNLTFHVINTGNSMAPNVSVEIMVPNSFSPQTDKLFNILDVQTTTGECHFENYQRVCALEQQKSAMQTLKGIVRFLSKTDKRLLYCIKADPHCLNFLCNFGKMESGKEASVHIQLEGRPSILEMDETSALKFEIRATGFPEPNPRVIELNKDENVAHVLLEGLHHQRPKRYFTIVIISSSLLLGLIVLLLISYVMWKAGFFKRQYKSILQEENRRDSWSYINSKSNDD
# CIT2-GFP yeast = yeast TOR pathway CIT2-GFP modulation. AID 2029. S. cerevisiae CIT2-GFP strain, flow cytometry, 3 h; 100 means same as DMSO wells. actives 0.065% (n = 320,000). GFP response vs DMSO, % at 10 µM;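 active = GFP response relative to DMSO above a set limit, near the screen mean plus 3 SD, cut at about 150% in these data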;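 also: ratio of well median GFP fluorescence to mean of DMSO wells on the plate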
# MEP2 TOR yeast = modulators of TOR pathway MEP2-GFP in S. cerevisiae | S. cerevisiae MEP2-GFP strain, flow cytometry GFP, 3 h; 100% = DMSO control level | actives 0.51% (n = 330,000) | GFP response vs DMSO, % at 10 µM;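 active = GFP response versus DMSO above a set limit, roughly screen mean plus 3 SD, cut at about 180% in these data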;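 also: median GFP fluorescence of the barcode-gated MEP2-GFP cells per well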
# CR mimetic SO = lowers age-related superoxide in aged yeast cells; S. cerevisiae aged cells, superoxide DHE fluorescence; hits give low values; superoxide response (% of plate mean), % at 10 µM; actives 0.18% (n = 330,000);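 active = superoxide response under a set limit, about three screen SD below normal, cut at about 65% in these data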;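 also: yeast aged for seven days with compound at 30 °C before DHE staining; 100% = average MFI of all compound-treated wells on the plate with controls excluded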
# RPL19A TOR yeast = modulators of TOR pathway RPL19A-GFP in S. cerevisiae | S. cerevisiae RPL19A-GFP strain, flow cytometry, 3 h; hits give low values | percent response vs DMSO, % at 10 µM | actives 0.3% (n = 330,000) | AID 2025;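 active = percent response vs DMSO below 50%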;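 also: median channel GFP fluorescence of the barcoded RPL19A-GFP strain; ratio of sample median GFP to plate DMSO average so 100% = DMSO; lower means less RPL19A-GFP as with rapamycin TOR inhibition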
# AGP1-GFP MLPCN = yeast TOR pathway AGP1-GFP modulation. actives 0.02% (n = 320,000). AID 2066. GFP response vs DMSO, % at 10 µM. S. cerevisiae AGP1-GFP multiplex flow cytometry, 3 h; GFP as percent of DMSO wells;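 active = GFP response relative to DMSO above a set limit, near screen average plus 3 SD, cut at about 150% in these data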;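 also: median GFP channel fluorescence of the gated AGP1 strain per well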
# * marks the source's active call; other numbers are inactive results; . = no result given.
SMILES,LAP4 TOR yeast,GRK2 aptamer HTS,VLA-4 inh,CIT2-GFP yeast,MEP2 TOR yeast,CR mimetic SO,RPL19A TOR yeast,AGP1-GFP MLPCN
N=c1c(C(=O)NCc2ccccc2)cc2c(=O)n3ccccc3nc2n1Cc1ccco1,98,0,2,100,107,106,101,99
Cc1cc(S(=O)(=O)Nc2c(C)nn(C)c2C)c(Cl)cc1Cl,103,0,6,91,105,102,99,96
O=C(Nc1ccc(N2CCOCC2)c(Cl)c1)c1ccc(Br)o1,105,3,13,106,100,94,97,100
CCOc1ccccc1NC(=O)CSc1ccc(-c2sc(C)nc2C)nn1,99,0,-8,82,92,106,96,92
CCOc1cc([N+](=O)[O-])cc2c1C(=O)Nc1ccccc1O2,88,0,-137,95,101,91,99,96
C=CCOc1ccc(Br)cc1CNCCCN1CCOCC1,115,0,-2,112,129,117,114,123
CCCCn1c(N)c(N(CC(C)C)C(=O)c2cc3c(s2)CCC3)c(=O)[nH]c1=O,112,1,-1,101,107,101,99,114
O=C(NCc1cccnc1)c1ccc(NC(=O)c2ccco2)cc1,100,2,-10,117,105,91,103,101
COc1ccc(S(=O)(=O)N2CC(C)N(C(=O)N(C)C)C2C)cc1 (stereo unspecified),102,0,3,97,100,98,102,98
Cc1nc2nc(N)nc(OCc3ccccc3)c2nc1C,108,2,24,98,102,103,99,109
O=C(NC1CCCC1)C(c1cccs1)N(C(=O)c1ccno1)c1ccccc1 (stereo unspecified),91,3,0,95,98,101,93,96
Cc1nn(C)cc1NC(=O)Cn1nc(C(F)(F)F)cc1C1CC1,94,2,4,102,100,101,104,100
CN(CCc1ccccn1)C(=O)Nc1ccc(C(C)(C)C)cc1,105,0,6,91,98,94,95,92
CC[C@@H]1C/C=C\Cc2ccccc2[C@H](C(=O)C[C@@H](O)CC(C)=O)OC1=O,93,2,10,86,90,95,94,88
Nc1ncc([N+](=O)[O-])c(N2CCCCCC2)n1,104,2,6,107,103,88,103,105
C/C(=N/n1cnnc1)c1cccnc1,100,5,3,100,98,108,97,98
CCCC(=O)Nc1cccc(-c2nc3ccccc3c(=O)o2)c1,98,0,6,99,93,106,108,97
Cc1cc(NC(=O)CSc2nc3c(sc4ccccc43)c(=O)n2CCCN2CCOCC2)n[nH]1,102,1,6,105,103,101,103,106
CN1CCN(C(=O)Nc2ccc3c(c2)N(C)C(=O)c2ccccc2S3)CC1,112,0,11,106,107,99,96,112
O=C(Nc1ccc(F)cc1)c1cc2ccccc2o1,71,0,5,76,85,96,86,107

# Brought forward from above: 2 compounds; new compounds follow.
SMILES,LAP4 TOR yeast,GRK2 aptamer HTS,VLA-4 inh,CIT2-GFP yeast,MEP2 TOR yeast,CR mimetic SO,RPL19A TOR yeast,AGP1-GFP MLPCN
CN1CCN(C(=O)Nc2ccc3c(c2)N(C)C(=O)c2ccccc2S3)CC1,112,0,11,106,107,99,96,112
O=C(Nc1ccc(F)cc1)c1cc2ccccc2o1,71,0,5,76,85,96,86,107
CC(=O)NCCC(=O)N(C)CC1CCN(CCc2cccc(C(F)(F)F)c2)CC1,98,0,1,100,103,102,102,102
FC(F)(F)Sc1ccc(NC(=S)NCc2ccccc2)cc1,112,0,8,87,94,95,98,103
CCOC(=O)c1ccc2[nH]c3c(c2c1)CCCC3NC=O (stereo unspecified),109,1,-2,99,102,86,99,107
O=C(O)c1ccc(N2C(=O)CC(N3CCC(c4nc5ccccc5[nH]4)CC3)C2=O)cc1 (stereo unspecified),104,0,15,102,102,91,103,101
COc1cc(NC(=O)CNC(=O)Cn2c(C)cc3ccccc3c2=O)cc(OC)c1OC,107,0,26,109,111,110,106,110
CCCCN1C(C(=O)Nc2cc(C)on2)=C(O)c2ccccc2S1(=O)=O,95,0,1,87,116,109,104,108
Cc1ccc(OCCOCCN2CCN(C)CC2)c(C(C)(C)C)c1,100,0,3,97,104,100,100,99
Cc1ccc(C(=O)N[C@H](C(=O)Nc2ccc(F)cc2)C(C)C)cc1,97,2,19,108,104,103,102,99
O=C(NCc1cccnc1)Nc1ccccc1F,104,4,0,97,98,101,103,104
COCC(=O)N1CCC(Oc2ccc(C(=O)N3CCCCCC3)cc2)CC1,75,3,1,101,96,97,102,93
CC12CC(c3ccccc3O1)N(C(=O)c1ccc(Br)o1)C(=O)N2c1ccccc1 (stereo unspecified),96,2,17,94,105,113,96,97
COc1cccc(C(=O)NNC(=O)CCc2ccccc2)c1,101,0,6,103,103,100,99,104
N=c1c2c(ncn1Cc1ccco1)Oc1cc(O)ccc1C2c1ccccc1 (stereo unspecified),98,2,-6,89,96,75,95,94
O=C(c1cc(COc2ccc(F)c(F)c2)on1)N1CCSCC1,76,0,21,100,101,96,110,85
O=c1cc(-c2ccccc2)nc2cc(-c3ccc(F)cc3)[nH]n12,98,1,0,101,107,106,103,97
CCOC(=O)C(=O)c1csc(NC(=O)COc2ccc(N(C)S(=O)(=O)c3ccc(F)cc3)cc2)n1,92,1,2,100,97,98,101,102
COc1cc(C(=O)NCC2CCCCC2)cc(OC)c1OC,90,1,-10,97,98,93,106,101
CC(C)N(CCCNC(=O)Cn1c(=O)c2cccn2c2ccc(F)cc21)Cc1ccccc1,98,0,-109,98,95,96,98,100
Cc1ccccc1-n1c(SCC(=O)N(C)C2CCS(=O)(=O)C2)nnc1-c1ccncc1 (stereo unspecified),105,0,0,103,103,96,101,111
CC1CCN(C(=O)CSc2nnc(CNC(=O)c3ccco3)o2)CC1,109,0,43,108,112,99,100,113
CCN(CC)CCCN(C(=O)c1cccc(C)c1)c1nc(-c2ccc(OC)cc2)cs1,79,0,-13,99,111,100,105,72
Clc1ccc(C2CC(c3cccs3)n3ncnc3N2)cc1Cl (stereo unspecified),103,0,1,102,112,98,105,109
c1cnc(SCCOc2ccc3c(c2)CCC3)nc1,104,0,10,88,102,94,96,93
CCN(CC)CC(=O)Nc1c(C#N)cnn1-c1ccccc1,102,0,3,98,95,90,104,111
Cc1ccc(S(=O)(=O)N(C)C)cc1NC(=O)c1ccc(-n2cncn2)c([N+](=O)[O-])c1,98,0,9,99,95,97,95,99
CCOc1ccccc1NC(=O)CN1CCCCCC1,88,0,8,98,102,95,103,95
COC(=O)NNC(=S)Nc1ccc(Br)cc1,113,0,8,95,93,102,99,103
CS(=O)(=O)c1ccc2nc(NC(=O)C3C4C=CC(C4)C3C(=O)O)sc2c1 (stereo unspecified),98,10,-2,107,109,99,99,109
CC(C)N(CC(N)=O)c1ncnc2sc(-c3ccccc3)cc12,112,0,3,103,122,108,104,101
O=C(O)CNC(=O)/C(=C/c1ccco1)NC(=O)/C=C/c1ccccc1,103,0,19,96,113,85,104,108
Nc1cccc(NC(=O)CCC(=O)NCc2ccco2)c1,87,0,2,119,108,100,105,111
O=C1c2ccccc2C2=Nc3ccccc3SC(c3ccccc3F)C12 (stereo unspecified),107,0,0,106,110,114,101,104
Cc1ccc(-c2c(C)nn3c(N4CCOCC4)cc(C)nc23)cc1,98,0,6,96,110,106,105,89
CC(CCc1ccco1)NC(=O)c1cccc2c1C(=O)N(C1CCCCC1)C2 (stereo unspecified),90,6,31,100,98,102,104,99
CC1CCCC(C)N1CCCNC(=O)Cn1ncc2c([nH]c3ccccc32)c1=O (stereo unspecified),91,0,-116,95,95,102,96,100
Cc1ccc2cccc(OCCOCCOc3ccccc3Br)c2n1,89,0,-18,100,95,92,102,99
Cc1ccc(-c2c(C(=O)N/N=C/c3ccncc3)nnn2-c2nonc2N)cc1,95,0,-4,98,93,94,93,91
COc1ccc(/C=C/C(=O)Nc2ccc3c(c2)CCC3)cc1OC,82,4,3,87,110,108,103,97
CSCCC(NC(=O)c1cccc(S(=O)(=O)N2CCOCC2)c1)C(=O)Nc1ccc(F)cc1 (stereo unspecified),80,1,0,108,88,112,100,86
O=C(N/N=C\c1ccoc1)c1ccco1,96,0,11,97,91,93,87,98
CSc1ccccc1OCc1cc(C(=O)N2CCc3[nH]cnc3C2c2ccccn2)no1 (stereo unspecified),80,1,-2,82,87,108,95,87
CCCC(=O)Nc1c(-c2cccs2)c(=O)c2ccccc2n1C,98,2,10,94,96,108,.,93
COc1cc(C(=O)c2c(C)c(CCC#N)n3ccccc23)cc(OC)c1OC,89,0,8,83,96,100,85,86
C=CCSc1[nH]c(=O)cc(C)c1C(N)=O,71,0,-3,69,83,100,91,97
CC1CC(C)CN(S(=O)(=O)c2cccc(C(=O)N3C(=O)c4cccc(N)c4C3=O)c2)C1 (stereo unspecified),96,11,4,83,96,85,99,87
CSc1ncccc1C(=O)Nc1ccc2c(c1)OCO2,109,6,-38,102,110,88,112,108
CCn1ncc2c(OCc3ccc(C#N)cc3)cc(C)nc21,110,0,9,92,99,103,100,101
CCOC(=O)c1cc(NC(=O)NCc2ccco2)c(C)nc1C,100,2,1,102,105,92,104,103
CC1=C(C(=O)OCC2CCCCC2)C(c2ccccc2F)NC(=O)N1 (stereo unspecified),104,1,-13,105,107,120,102,104
O=C(/C=C/Nc1ccc([N+](=O)[O-])cc1Br)c1cccc2ccccc12,94,3,-11,103,100,104,97,86
CCC(C)c1ccc(NC(=O)c2cccnc2)cc1 (stereo unspecified),112,0,10,100,103,97,100,94
O=C(O)CCCCCNc1ncnc2ccc(Br)cc12,106,1,-4,101,97,94,95,100
O=C(OCc1ccc([N+](=O)[O-])cc1)C1CC(=O)N(c2ccccc2)C1 (stereo unspecified),104,0,6,103,106,96,100,105
COC(=O)c1ccc(CNC(=O)CCNC(=O)c2ccco2)cc1,92,3,-11,98,101,102,94,93
O=C(C1CCCCC1)N1CCCn2c1nc1ccccc12,102,1,6,96,101,107,99,100
COc1ccc(OC)c(C2C(C(=O)c3ccc(C)o3)=C(O)C(=O)N2CCCN2CCOCC2)c1 (stereo unspecified),98,0,5,97,105,105,99,102
CCN(CC)C(=O)Nc1ccccc1C,98,0,-1,99,100,97,93,98
NC(=O)C1CCN(c2c([N+](=O)[O-])cc(C(F)(F)F)cc2[N+](=O)[O-])CC1,99,4,21,86,94,106,96,94
CN1CCC(=O)N([C@H](CO)Cc2ccccc2)CC1,137,1,14,119,93,79,99,93
C=C(C)Cn1c(NCCC)nc2c1c(=O)n(C)c(=O)n2C,107,1,11,101,129,101,100,104

# Continued, overlapping the part above by 4 compounds.
SMILES,LAP4 TOR yeast,GRK2 aptamer HTS,VLA-4 inh,CIT2-GFP yeast,MEP2 TOR yeast,CR mimetic SO,RPL19A TOR yeast,AGP1-GFP MLPCN
CCN(CC)C(=O)Nc1ccccc1C,98,0,-1,99,100,97,93,98
NC(=O)C1CCN(c2c([N+](=O)[O-])cc(C(F)(F)F)cc2[N+](=O)[O-])CC1,99,4,21,86,94,106,96,94
CN1CCC(=O)N([C@H](CO)Cc2ccccc2)CC1,137,1,14,119,93,79,99,93
C=C(C)Cn1c(NCCC)nc2c1c(=O)n(C)c(=O)n2C,107,1,11,101,129,101,100,104
COc1ccc2c(=O)cc(CO)oc2c1,87,6,-15,90,93,104,93,92
COc1cc2nc(COc3ccccc3[N+](=O)[O-])oc(=O)c2cc1OC,124,2,2,92,108,119,96,104
COc1ccc(C(=O)OCC(=O)c2cc(C)n(CC3CCCO3)c2C)cc1[N+](=O)[O-] (stereo unspecified),112,4,8,99,116,101,112,101
O=C(NCc1cccc2[nH]ccc12)C1CCC(=O)N(CCc2ccc(Cl)cc2)C1 (stereo unspecified),82,3,1,.,102,91,106,98

# Some of the entries so far, field by field:
canonical_smiles: COc1ccc2c(=O)cc(CO)oc2c1
- LAP4 TOR yeast: 87
- GRK2 aptamer HTS: 6
- VLA-4 inh: -15
- CIT2-GFP yeast: 90
- MEP2 TOR yeast: 93
- CR mimetic SO: 104
- RPL19A TOR yeast: 93
- AGP1-GFP MLPCN: 92

canonical_smiles: COc1cc2nc(COc3ccccc3[N+](=O)[O-])oc(=O)c2cc1OC
- LAP4 TOR yeast: 124
- GRK2 aptamer HTS: 2
- VLA-4 inh: 2
- CIT2-GFP yeast: 92
- MEP2 TOR yeast: 108
- CR mimetic SO: 119
- RPL19A TOR yeast: 96
- AGP1-GFP MLPCN: 104

# Assay outcomes from PubChem.
